Screening results deposited in PubChem BioAssay by National Center for Advancing Translational Sciences (NCATS).
ATXN2 expr inh – Primary qHTS for Inhibitors of ATXN expression | HEK-293 ATXN2-luciferase reporter, luminescence, 24 h | Potency, µM (doses to about 57 µM), for the others: at the top dose activity change, negative = inhibition, most hits filed as inhibitors | hit rate 0.72% among 360,000; further: potency means the concentration at half of the fitted maximal effect; on the % scale 0 is the no-effect control and ±100 the full control effect; nearly all actives have a fitted effect of over 55% in size
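ATXN2-luciferase reporter cells (luciferase flanked by upstream and downstream ATXN2 gene portions) were treated 24 h at 37 °C with compounds at up to 57 uM. SteadyGlo luminescence gave expression; GF-AFC fluorescence gave viability.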
IL-2 act – qHTS of IL-2 Activators. IL-2 activation reporter assay, cell-based qHTS; stimulated with anti-CD3/CD4/CD28 beads; in transgenic mouse T cells. activation, % (series mostly up to about 46 µM). hit rate 0.065% among 360,000; in the data active means activation above about 50%; inconclusive means mostly about 30% to 49%; further: 0% is about no effect
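Unstimulated transgenic mouse T cells, 750 per well, received compound and, after 60 minutes, anti-CD3/anti-CD4 bead plus anti-CD28 stimulation. EGFP and DsRed were quantified after 18 hours.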
EPAC2 agonist – qHTS for Agonist of cAMP-regulated guanine nucleotide exchange factor 4 (EPAC2): primary screen; Rap guanine nucleotide exchange factor 4 (Homo sapiens), Q8WZA2; EPAC2 activation, biochemical qHTS; response scale: 100% = 6.5 mM cAMP response; Potency, µM (top dose mostly 154 µM), for the others: at the highest dose activation, hits mostly activators; hit rate 0.079% among 360,000; further: potency means the concentration at half of the fitted maximal effect; nearly all actives have a fitted effect of over 50% in size
Target sequence (Q8WZA2 whole entry, looked up): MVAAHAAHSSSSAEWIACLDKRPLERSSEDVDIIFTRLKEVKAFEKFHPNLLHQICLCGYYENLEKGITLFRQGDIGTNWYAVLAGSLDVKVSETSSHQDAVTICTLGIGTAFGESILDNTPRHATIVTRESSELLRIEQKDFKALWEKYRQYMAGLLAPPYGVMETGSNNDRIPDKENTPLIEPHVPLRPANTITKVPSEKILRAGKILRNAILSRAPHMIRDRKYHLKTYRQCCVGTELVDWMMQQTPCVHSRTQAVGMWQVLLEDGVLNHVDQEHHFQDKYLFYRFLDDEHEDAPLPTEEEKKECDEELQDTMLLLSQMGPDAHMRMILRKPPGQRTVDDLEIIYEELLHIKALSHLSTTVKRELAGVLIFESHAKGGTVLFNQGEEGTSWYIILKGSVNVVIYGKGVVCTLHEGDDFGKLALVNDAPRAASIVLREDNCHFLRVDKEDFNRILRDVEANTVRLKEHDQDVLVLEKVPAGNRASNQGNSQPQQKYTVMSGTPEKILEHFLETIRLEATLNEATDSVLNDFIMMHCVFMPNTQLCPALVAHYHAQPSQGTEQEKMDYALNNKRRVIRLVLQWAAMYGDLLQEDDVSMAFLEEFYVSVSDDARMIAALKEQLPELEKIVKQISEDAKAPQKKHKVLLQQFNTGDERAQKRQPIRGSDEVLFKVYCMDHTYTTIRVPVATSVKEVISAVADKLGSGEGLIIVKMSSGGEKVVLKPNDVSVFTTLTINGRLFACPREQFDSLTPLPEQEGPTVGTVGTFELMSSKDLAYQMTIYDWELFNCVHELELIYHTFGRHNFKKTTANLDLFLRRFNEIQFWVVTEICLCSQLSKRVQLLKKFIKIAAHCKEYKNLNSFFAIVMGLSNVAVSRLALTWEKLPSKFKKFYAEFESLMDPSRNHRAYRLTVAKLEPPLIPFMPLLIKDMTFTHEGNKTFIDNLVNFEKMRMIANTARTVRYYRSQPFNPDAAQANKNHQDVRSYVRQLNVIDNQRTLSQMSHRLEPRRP
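Exchange assay: 100 nM EPAC2 with 250 nM Rap1B-BODIPY-GDP and 50 uM GDP. Fluorescence (ex 480/em 540 nm) read every 5 min for 30 min at room temperature. Data normalized to 6.5 mM cAMP as agonist control.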
HepG2 tox – qHTS for Inhibitors of TGF-b: Cytotox Counterscreen | HepG2 CAGA-GFP viability, ATP luminescence, 18 h | Potency, µM (doses to about 46.1 µM), inactives show at the highest dose activity change, negative = cytotoxicity, usual class: cytotoxic | hit rate 0.76% among 410,000 | AID 588856, 2011; further: potency means the concentration at half of the fitted maximal effect; some results filed as inactive show a strong effect at the top dose
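HepG2 CAGA-GFP cells (1000/well, DMEM with 1% FBS) received compound, then TGF-beta at 500 pg/mL final, and were incubated 18 hours at 37 degrees C. Viability was read by CellTiter-Glo luminescence. Media-only wells were set as complete cell-killing and DMSO as no toxicity.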
Nrf2 block – Nrf2 qHTS screen for inhibitors. A549 ARE-Fluc reporter, luciferase luminescence, 18-24 h. Potency, µM (doses to about 46 µM), for inactives: top-dose activity change, negative = inhibition, hits mostly inhibitors. hit rate 2.1% among 360,000. AID 504444, 2011; further: potency means the concentration at half of the fitted maximal effect; on the % scale 0 is the no-effect control and ±100 the full control effect; nearly all actives have a fitted effect of over 60% in size
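A549 ARE_Fluc cells (5000/well, 5% FBS OPTI-MEM) pre-incubated 2 h, then treated with compounds 18-24 h at 37C/5% CO2 in concentration-response. CellTiter-Fluor viability read first; BugLite luciferase luminescence after 15 min at room temperature gives Nrf2 activity.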
A549 viability – Nrf2 qHTS screen for inhibitors: counterscreen for cytotoxicity | hit rate 0.16% among 390,000 | Potency, µM (doses to about 46 µM), without a hit: at the top dose activity change, negative = cytotoxicity, hits mostly inhibitors | A549 ARE-Fluc cells, CellTiter-Fluor viability, 18-24 h; further: potency means the concentration at half of the fitted maximal effect; on the % scale 0 is the no-effect control and ±100 the full control effect
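A549 ARE_Fluc cells in 5% FBS OPTI-MEM were exposed to compounds in concentration-response for 18-24 h at 37 deg C. Viability was read by CellTiter-Fluor fluorescence (Ex 405/Em 525) after 30 min, before the luciferase read.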
TGFb SMAD3 inh – qHTS for Inhibitors of TGF-b; HepG2 CAGA-GFP TGF-b/SMAD3 reporter, GFP fluorescence, 18 h; TGF-beta stimulated, 500 pg/mL final; Potency, µM (doses to about 46.1 µM), inactives show top-dose activity, negative = inhibition, actives largely listed as inhibitors; AID 588855, 2011; hit rate 1.2% among 410,000; further: potency means the concentration at half of the fitted maximal effect; on the % scale 0 is the no-effect control and ±100 the full control effect; nearly all actives have a fitted effect of over 65% in size
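First, reporter cells (HEPG2 CAGA-GFP) rested 2 h at 37 degrees C. Next, compounds were pinned in and TGF-beta added to 500 pg/mL final. After 18 h, GFP was imaged per cell and summed per well.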
ATXN viability – Viability Counterscreen for Primary qHTS for Inhibitors of ATXN expression; S2 cells (HEK-293 line with an ATXN2-luciferase reporter) viability, CellTiter-Fluor protease fluorescence, 24 h; Potency, µM (series often up to 56.7 µM), actives largely listed as cytotoxic; hit rate 0.49% among 400,000; further: potency means the concentration at half of the fitted maximal effect; nearly all actives have a fitted effect of over 40% in size
Nrf2 activator – qHTS of Nrf2 Activators | Potency, µM (highest dose often 46.1 µM), for inactives: at the top dose activation, actives largely listed as activators | hit rate 0.31% among 410,000 | AREc32 ARE-luciferase reporter (MCF7-derived line), luminescence, 24 h | AID 624171, 2012; further: potency means the concentration at half of the fitted maximal effect; % of control where 0% means no effect; nearly all actives have a fitted effect of over 65% in size
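Reporter line AREc32 (ARE-Fluc), seeded overnight in OPTI-MEM with 5% FBS; compound pin-transferred, 24 hr at 37 deg C, 5% CO2; luminescent read-out.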
* marks the source's active call; other numbers are inactive results; i = inactive; ? = inconclusive; nt = not tested or not shown; & = joins results of further samples; [ ] = remark or other dose. Unless noted, the call rests on the fitted dose curve; in most records, active means well fitted curve in the direction sought with a large enough effect; inconclusive means small, poorly fitted or top-dose-only effect, or another doubt; inactive means no such curve, though single readings can be large; an effect the other way counts as inactive or inconclusive.

structure	ATXN2 expr inh	IL-2 act	EPAC2 agonist	HepG2 tox	Nrf2 block	A549 viability	TGFb SMAD3 inh	ATXN viability	Nrf2 activator
CCNC(=S)Nc1ccc(S(=O)(=O)Nc2cc(C)nc(C)n2)cc1	4%	0.4	1%	-1%	-7%	-9%	4%	i	-0.1%
CN(C(=O)c1cccc(NC(=O)Cc2ccc(NC(=O)C3CCN(C(=O)c4ccccc4)CC3)cc2)c1)C1CCCC1	0%	-0.2	9%	-1%	9%	2%	19%	i	4.1%
Cc1cc(C)c(-n2nnnc2SCC(=O)c2cccs2)c(C)c1	-23%	-0.7	8%	-50%	?	3%	?	i	3.9%
Cc1noc(C)c1S(=O)(=O)N1CCCC(C(=O)Nc2ccc(C(C)C)cc2)C1 (stereo not drawn)	1%	nt	nt	0%	17%	?	-3%	i	0.1%
COC(=O)CCS(=O)(=O)c1ccc(Cl)cc1	-2%	-0.2	6%	6%	2%	-2%	9%	i	-0.6%
O=C(COC(=O)/C=C/c1ccc(Cl)cc1)NC(=O)NCc1ccccc1	-10%	-0.8	2%	-4%	-7%	0%	-21%	i	-0.9%
Cc1ccccc1N1C(=S)NC2c3ccccc3OC1(C)C2C(=O)N(C)C (stereo not drawn)	-31%	-2.4	2%	6%	-12%	-4%	-5%	i	0.2%
CCc1ccc(-n2c(=O)c3ccccc3n(CC(=O)NCc3ccco3)c2=O)cc1	1%	1.8	-1%	-9%	4%	-6%	-6%	i	3.2%
COc1ccc2nc(C)cc(SCC(=O)O)c2c1	1%&5%	-1.3&-0.1	-1%&6%	-4%&-30%	10%&4%	-5%[1.84 µM]	-22%&2%	i	-0.1%&-0.5%
C=CCN(c1ccc(C(=O)Nc2ccc(NC(C)=O)cc2)cc1)S(C)(=O)=O	-2%	0.4	13%	-4%	6%	1%	-1%	i	0.4%
Cc1ccc(/C=N/n2c(-c3ccncc3)n[nH]c2=S)cc1	nt	4.4	5%	-17%	-5%	2%	-12%	i	3.5%
COc1ccc(Nc2ccc(N3C(=O)CC(C)C3=O)cc2[N+](=O)[O-])cn1 (stereo not drawn)	3%	-1.9	-3%	-1%	-13%	?	-2%	i	0.7%

The list continues:
structure	ATXN2 expr inh	IL-2 act	EPAC2 agonist	HepG2 tox	Nrf2 block	A549 viability	TGFb SMAD3 inh	ATXN viability	Nrf2 activator
COC(=O)Cc1c(C)nc2nc(NCc3ccccc3OC)[nH]n2c1=O	3%	-0.6	4%	-6%	10%	7%	?	i	-0.4%
O=C(c1cccs1)N(c1cccc(Cl)c1)C1C=CS(=O)(=O)C1 (stereo not drawn)	nt	-0.1	4%	6%	4%	-10%	?	i	0.3%
CCS(=O)(=O)c1ccc(O)c(NC(=O)c2ccc(S(=O)(=O)N3CCCCCC3)cc2)c1	-11%	-0.3	2%	-18%	18%	1%	2%	i	0.0%
COc1ccc(-c2cc3cc(OC)c(OC)cc3cn2)cc1OC	7%	1.7	-7%	20%	7%	1%	-12%	i	3.2%
CCCCN(C)CCN1C(=O)C2C(C(=O)Nc3ccc(Cl)cc3)C3C=CC2(O3)C1C(=O)NC1CCCCC1 (stereo not drawn)	-14%	0.2	6%	-23%	6%	-18%	6%	?	0.9%
COc1ccc(OC)c(C(=O)c2ccc(C(=O)N3CCN(Cc4csc(C)n4)CC3)cc2)c1	-27%	-6.5	-2%	-4%	-21%	3%	2%	i	2.6%
COc1ccc(CCNC(=O)CSCc2ccc(F)cc2)cc1OC	-14%	-0.3	13%	17%	-15%	8%	-2%	i	-0.5%
CCc1nnc(N2C(=O)c3ccccc3C2(O)c2ccccc2)s1 (stereo not drawn)	8%	1.0	-5%	-5%	1%	-7%	1%	i	-0.5%
CN(C)CCCNc1c2ccccc2nc2ccccc12	?	-3.1	4%	9%	8.2µM*	8.2µM*	?	?	-1.2%
COc1ccc(Cl)cc1C(=O)CSc1nnnn1C	-14%	0.2	10%	-2%	1%	1%	-11%	i	6.7%
CC(C)CN1CCN(Cc2nc(C(C)C)cs2)CC1CCO (stereo not drawn)	4%	-0.1	-10%	-25%	-13%	0%	-7%	i	0.4%
COc1ccc(CC(=O)O)cc1O	-3%	-3.3	7%	12%	-15%	1%	24%	i	0.1%

Next structures:
structure	ATXN2 expr inh	IL-2 act	EPAC2 agonist	HepG2 tox	Nrf2 block	A549 viability	TGFb SMAD3 inh	ATXN viability	Nrf2 activator
Cc1ccc2oc(C(=O)N3CCC(c4nc5ccccc5s4)CC3)c(C)c2c1	-14%	nt	nt	-21%	?	-8%	?	i	7.0%
Cc1cc(C)c2oc(C(=O)Nc3ccc(S(=O)(=O)N4CCCCC4)cc3)cc(=O)c2c1	6%	nt	nt	-4%	21%	-1%	16%	i	-1.2%
O=C(Nc1ccc(N2CCN(C(=O)c3ccccc3)CC2)cc1)c1ccc([N+](=O)[O-])o1	nt	0.2	6%	13µM*	11%	1%	5.6µM*	?	?
Cn1nnnc1SCC(=O)Nc1sccc1C(N)=O	2%	4.2	4%	-30%	3%	5%	8%	i	3.0%
Cc1c(C(=O)O)sc(=S)n1-c1ccccc1	2%	-0.2	2%	-7%	16%	4%	-7%	i	-0.2%
CC(C)(C)c1cnnn1-c1ccc(NC(=O)c2ccc3c(c2)OCO3)cc1	-9%	-1.9	6%	-9%	-46%	-9%[1.84 µM]	-2%	?	-0.1%
Clc1ccccc1NN(Cc1ccccn1)c1ccccc1Cl	nt	-3.9	13%	-40%	nt	nt	?	i	4.8%
COc1ccc(NS(=O)(=O)c2cc3c(cc2C)N(C(C)=O)CCO3)cc1	-9%	-2.1	2%	-5%&-16%	-4%&20%	-14%&5%	3%&-6%	i	-0.7%&4.4%
Cc1cccc(C)c1NC(=O)C(Cl)C(=O)c1ccccc1 (stereo not drawn)	17%	-0.4	1%	-74%	2%	2%	11µM*	i	4.4%
CSc1nc(C)cc(C)c1C(N)=O	1%	-1.2	3%	-5%	-9%	-10%	0%	i	-0.4%
CC1(C)CC(=O)C2=C(C1)N(c1ccccc1)C(=O)CC2c1ccc(O)cc1 (stereo not drawn)	-3%	-5.1	5%	11%	-1%	2%	8%	i	-0.5%
Cc1cnn(C(=S)NCCc2ccccc2)c1	58%[activator]	-0.2	14%	-34%	?	-7%	-7%	i	4.5%

(further entries)
structure	ATXN2 expr inh	IL-2 act	EPAC2 agonist	HepG2 tox	Nrf2 block	A549 viability	TGFb SMAD3 inh	ATXN viability	Nrf2 activator
CSc1ccc(S(=O)(=O)N2CCC(C(=O)NCc3ccco3)CC2)cc1	0%	0.8	1%	-8%	-28%	0%	6%	i	0.0%
O=C1CC2(CCCC2)C(=O)N1CN1CCN(S(=O)(=O)c2ccc(F)cc2F)CC1	6%	-0.6	2%	-27%	4%	-2%	?	i	-0.7%
CC(Sc1ccccc1)C(=O)N1CCN(S(=O)(=O)c2ccccc2)CC1 (stereo not drawn)	-6%	-0.8	-1%	3%	0%	3%	?	i	-1.1%
COc1ccc(-c2[nH]ncc2C=O)cc1OC	-1%	-2.9	5%	-14%	8%	-5%	-13%	i	-0.2%
CCC1CN(S(=O)(=O)c2cc(-c3onc(C)c3C)ccc2C)c2cc(Cl)ccc2O1 (stereo not drawn)	nt	nt	nt	-20%	6%	14%	-12%	nt	4.2%
O=C(CCSc1ccccc1)N1CCN(C(=O)c2ccco2)CC1	31%	-2.0	-1%	-1%	4%	0%	-1%	i	0.2%
COC(=O)CCCCC1SCC2NC(=O)NC21 (stereo not drawn)	-16%[11.3 µM]	-0.1	2%	8%	-6%	1%	35%[activator]	i	-0.5%
c1ccc(-c2noc(-c3cccc4ccccc34)n2)cc1	107%[activator]	-0.8	5%	-39%	?	11%	-29%	i	1.6µM*
CCOC(=O)c1[nH]c(C)c(C(=O)OCC(=O)N2c3ccccc3CC2C)c1C (stereo not drawn)	1%	-0.6	0%	-1%	-21%	-5%	-4%	i	0.4%
COc1ccc(N2C(=O)CC(N3CCC(O)(c4ccc(Cl)cc4)CC3)C2=O)cc1 (stereo not drawn)	-15%	-2.2	1%	-7%	-9%	-3%	-10%	i	0.1%
O=S(=O)(c1cccc(C(F)(F)F)c1)N1CCCC1c1cccnc1 (stereo not drawn)	12%	-1.9	-3%	17%	-7%	1%	15%	i	0.0%
COc1ccccc1NS(=O)(=O)c1cc(NC(=O)C2=NNC(=O)CC2)ccc1C	nt	0.2	6%	15%	?	0%	26%	i	0.1%

Continuation.
structure	ATXN2 expr inh	IL-2 act	EPAC2 agonist	HepG2 tox	Nrf2 block	A549 viability	TGFb SMAD3 inh	ATXN viability	Nrf2 activator
O=C(CSc1nc2ccccc2[nH]1)Nc1nc(-c2ccccc2)c(-c2ccccc2)o1	2%	0.2	-8%	1%	18%	1%	-23%	i	4.5%
Cc1cc(C)c2nc(SCC(=O)N3CC(=O)Nc4ccccc43)c(C#N)cc2c1	6%	0.5	11%	4%	6%	-1%	?	i	3.1%
CC(Sc1nncn1-c1ccccc1)C(=O)Nc1cccc([N+](=O)[O-])c1 (stereo not drawn)	-8%	0.1	3%	14%	-12%	15%	0%	i	7.0%
O=C(CCC1CCCCC1)Nc1nnc(C(F)(F)F)s1	147%[activator]	-0.1	5%	-56%	?	-1%	-1%	?	0.0%
CCCN(CCC)C(C)C(=O)NCC1(c2ccccc2)CCCC1 (stereo not drawn)	nt	-1.5	3%	-49%	12%	0%	?	?	-1.0%
O=C(/C=C/c1ccccc1Cl)Nc1nc(-c2cccs2)ns1	nt	nt	nt	-23%	12%	-3%	?	nt	6.3µM*
